RAD54 inh: RAD54 (human) branch migration inhibition; RAD54 Holliday junction branch migration, FAM/BHQ fluorescence; Q92698; actives 0.14% (n = 360,000); inhibition, % at 10.4 µM;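 active = mean normalized replicate activity at least 40 and at least half of replicates scoring 40 or more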;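 note: 0% = median of neutral control wells and 100% = median of positive control wells; inhibitors cause a drop in the FAM fluorescence signal; in these data hits start at about 50%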
Target sequence (Q92698 whole entry, looked up): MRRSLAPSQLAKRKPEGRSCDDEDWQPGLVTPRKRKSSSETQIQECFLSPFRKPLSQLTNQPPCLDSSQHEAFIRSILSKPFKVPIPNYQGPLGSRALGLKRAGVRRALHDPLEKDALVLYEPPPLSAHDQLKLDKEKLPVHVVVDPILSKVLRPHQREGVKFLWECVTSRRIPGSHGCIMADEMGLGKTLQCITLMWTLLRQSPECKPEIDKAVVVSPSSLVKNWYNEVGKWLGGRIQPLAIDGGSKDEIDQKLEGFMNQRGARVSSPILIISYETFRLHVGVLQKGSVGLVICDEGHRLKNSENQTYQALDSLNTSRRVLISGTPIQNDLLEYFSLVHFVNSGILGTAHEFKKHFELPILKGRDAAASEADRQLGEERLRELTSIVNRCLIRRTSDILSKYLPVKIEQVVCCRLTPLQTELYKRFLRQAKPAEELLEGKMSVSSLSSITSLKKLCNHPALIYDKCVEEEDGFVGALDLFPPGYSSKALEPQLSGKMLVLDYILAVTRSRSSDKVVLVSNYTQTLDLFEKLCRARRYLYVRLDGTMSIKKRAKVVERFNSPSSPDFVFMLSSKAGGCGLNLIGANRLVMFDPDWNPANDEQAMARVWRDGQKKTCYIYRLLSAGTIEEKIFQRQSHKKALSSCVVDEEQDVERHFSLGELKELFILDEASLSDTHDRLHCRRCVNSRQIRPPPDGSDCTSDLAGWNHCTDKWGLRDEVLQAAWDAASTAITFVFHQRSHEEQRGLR
INS-1E GSIS act: primary screen for activators of insulin secretion dependent on glucose, INS-1E cells, GLuc reporter luminescence; INS-1E GLuc reporter insulin secretion, 2-3 h; activation, % at 16.6 µM; actives 0.61% (n = 370,000); AID 743287;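 active = lowest replicate activation of at least 40%, so every replicate reaches that level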;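 note: 0% = median of neutral control wells and 100% = median of IBMX positive control wells; some compounds called inactive have numbers as strong as hits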
* marks the source's active call; other numbers are inactive results. This is a subset (hit frequency here may not be typical).

SMILES	RAD54 inh	INS-1E GSIS act
Cc1c(C(=O)Nc2ccc(F)cc2)oc2ccc(S(=O)(=O)N3CCC4(CC3)OCCO4)cc12	-5	-26
O=C1OC(c2cccs2)=N/C1=C\c1ccc(-c2cccc(Cl)c2)o1	4	5
O=C(O)CCCC(=O)Nc1ccccc1C(=O)O	18	5
COc1cccc(-n2cnc3sc(C)c(C)c3c2=O)c1	3	-6
COc1ccc(S(=O)(=O)c2ccc(O)cc2)cc1	-3	21
O=C(CCc1nc(-c2ccccc2F)no1)Nc1ccc(Oc2ccccc2)cc1	-4	-46
CC(C)C[C@H](NC(=O)Nc1ccccc1F)C(=O)O	5	-2
Cn1c(=O)n(CC(=O)Nc2cccnc2)c2ccccc21	5	6
COc1ccccc1CN(Cc1cc2cc(C)ccc2[nH]c1=O)Cc1nnnn1Cc1ccco1	3	-34
Cc1cc2nc(CCN(C(=S)NCC(C)C)C3CCCC3)[nH]c2cc1C	-17	-15
O=C(CN1CCOCC1)Nc1ccc(S(=O)(=O)N2CCCCCC2)cc1	-6	-8
COc1ccc(C2=NOC3(CC(=O)N(c4ccc(F)cc4)C3=O)C2)c(OC)c1 (configuration not stated)	-4	7
Cc1ccccc1C(=O)O/N=C(\N)c1cccc([N+](=O)[O-])c1	2	11
Cc1ccccc1Nc1nc2ccccc2s1	-9	5
Cc1csc(SCC(=O)N2CCCC2)n1	-8	-5
CCOC(=O)c1c(C)[nH]c(C)c1C(=O)COC(=O)c1cccc(C)c1O	-5	1
CCCOC(=S)N/C(=N\S(=O)(=O)c1ccccc1)c1ccccc1	-20	18
COc1ccc(-c2noc(CCC(=O)Nc3cc(Cl)c(OC)cc3OC)n2)cc1	3	-26
O=C(Cn1cc(-c2nnnn2-c2ccc(Cl)cc2)c(=O)c2ccccc21)c1ccccc1	9	-18
CCN(CC)C(=O)Cn1cc(/C=C(\C#N)C(=O)N2CCN(c3ccccc3)CC2)c2ccccc21	-3	-7
O=c1c2cnn(-c3ccccc3)c2ncn1Cc1ccco1	-5	12
COc1ccc(-n2c(=O)cc(N3CCN(c4ccccc4F)CC3)[nH]c2=O)cc1	10	1
CCn1c(SCC(=O)N2CCCCC2C)nc2ccsc2c1=O (configuration not stated)	0	1
CCn1c(SCC(=O)N2CCN(c3ccc(F)cc3)CC2)nnc1-c1ccncc1	2	9
Cn1c(=O)n(CCc2ccccc2)c(=O)c2c1nc1n2CCN1Cc1ccco1	1	6
COCC(C)NC(=O)c1noc2c1CCc1cc(OC)ccc1-2 (configuration not stated)	-14	-4
COc1ccc(N/C=C/C(=O)c2ccc(C)cc2)c([N+](=O)[O-])c1	-7	0
Cc1ccc(C)c(N2CCN(C(=O)Cc3cn(C)c4ccccc34)CC2)c1	-17	-2
Cn1c(SCC(=O)N(C2CCCCC2)C2CCCCC2)nnc1-c1cccs1	0	-10
Cc1ccc(CNC(=O)c2ccccc2N)cc1	5	21
O=C(Nc1ccc2oc(=O)ccc2c1)c1cccnc1	1	1
O=C1c2ccccc2NC(c2cccc(Cl)c2)N1N=C1CCCCCC1 (configuration not stated)	-10	-16
COC(=O)c1cc(C(=O)OC)cc(N2C(=O)CC(NNC(=O)c3ccccc3Br)C2=O)c1 (configuration not stated)	-7	-4
CCN1CCN(C(=O)Nc2cccc(C(F)(F)F)c2)CC1	-1	-4
COc1ccccc1NC(=O)Cn1cnc2sc(C(=O)NCc3ccco3)c(C)c2c1=O	5	36
O=C1CC(N2CCC(c3nc4ccccc4o3)CC2)C(=O)N1Cc1cccs1 (configuration not stated)	-16	10
CCC1(C)Cc2c(sc3nnn(CC(=O)Nc4ccc(Cl)cc4)c(=O)c23)CO1 (configuration not stated)	1	-24
COc1cc2cc(C(c3nnnn3C3CCCC3)N(C)C3CCCCC3)c(=O)[nH]c2cc1OC (configuration not stated)	-4	-26
CC(=O)N1CCC(N2CCN(c3ccccc3F)CC2)CC1	-2	28
Cc1cc(C)c2oc(=O)cc(CN3CCN(Cc4ccc5c(c4)OCO5)CC3)c2c1	3	7
CCOC(=O)CSc1nnc(CNC(=O)c2cccs2)n1-c1ccccc1	-1	13
COCCn1c(SCc2ccccc2Cl)nc2c1c(=O)[nH]c(=O)n2C	2	21
Cc1nc2c3c4c(sc3n3c(SCC(=O)NCc5ccco5)nnc3n2n1)COC(C)(C)C4	-3	5
O=C(COc1ccccc1)Nc1nc2ccccc2[nH]1	-5	18
COC(=O)c1coc(-c2ccc(C)cc2)c1C(=O)OC	7	12
Cc1c(CCC(C)C)c(-n2ccnc2C)n2c(nc3ccccc32)c1C#N	-4	6
CCN(CC)CCCNC(=O)c1cn(CCOC)c(=O)c2c1c1ccccc1n2C	10	6
CCN(CCCNC(=O)CN(C)S(=O)(=O)c1cccc2nsnc12)c1cccc(C)c1	-13	-42
OCCN=C(c1ccccc1)C12CN3CN(CN(C3)C1)C2	0	5
N#C/C(=C\c1cn(CCOc2ccccc2)c2ccccc12)C(=O)NCC1CCCO1 (configuration not stated)	2	-40
COc1ccc(OCC(O)CN2CCCCCC2)cc1 (configuration not stated)	8	16
CN(C)S(=O)(=O)N1CCN(C(=O)N2CCCCCC2)CC1	-2	-3
O=C(c1ccc2nc(-c3ccco3)c(-c3ccco3)nc2c1)N1CCN(c2ccccc2)CC1	2	-3
CNC(=S)NNC(=O)Cc1ccc(O)cc1	7	-2
O=c1c2c(-c3cccs3)csc2ncn1-c1ccccc1	12	25
CC(C)(C)n1ncc2c(=O)n(CC(=O)OCc3ccccc3)cnc21	-4	-31
OC(CSc1ccccc1Cl)CN1CCN(c2ccc(F)cc2)CC1 (configuration not stated)	5	-10
N#Cc1ccc(-c2ccco2)nc1SCc1ccccc1	-3	-4
Cc1cccc(-c2ccc(C=Nc3c(C)n(C)n(-c4ccccc4)c3=O)o2)c1	-11	-15
COc1ccc(CCNC(=S)Nc2cc(C)ccc2C)cc1	-4	4
Other results
SMILES	RAD54 inh	INS-1E GSIS act
CCN(CCCNC(=O)c1[nH]c(C)c(C(C)=O)c1C)c1cccc(C)c1	0	-14
Cc1ccc(CN=c2c([N+](=O)[O-])nn(-c3ccc4c(c3)OCCO4)n2O)cc1	-9	-28
COc1ccc(CN(C(=O)Cc2cccs2)C(C(=O)NC2CCCC2)c2ccncc2)cc1 (configuration not stated)	-5	-2
CCCCC1(C)Nc2ccccc2-c2nc3ccccc3n21 (configuration not stated)	-5	-10
COc1ccc2oc(=O)c(C(=O)n3ccc(C)n3)cc2c1	-7	-22
CCOc1ccccc1NC(=O)CN1CCC(NC(=O)c2ccccc2)CC1	-4	5
Cc1ccc(C(=O)N2CCN(c3ccc(C(F)(F)F)cn3)CC2)cc1	0	-13
COc1cccc2c1OC1(C)CC2NC(=O)N1c1cccc(C(=O)Nc2ccc3c(c2)OCCO3)c1 (configuration not stated)	-6	-16
CCCCNc1ncnc2c1cnn2-c1ccccc1	-5	3
Cc1sc2nc3ccc(N4CCCCC4)nn3c(=O)c2c1C	-8	3
C/C(CC(=O)Nc1ccc(OCc2ccccc2)cc1)=N\NC(=O)C(=O)Nc1ccc(C)c(Cl)c1	3	-1
Cc1ccc(C(=O)NCC2CCCO2)cc1N1CCCC1=O (configuration not stated)	0	7
Brc1ccc(OCc2ccccc2)c(CNCc2ccncc2)c1	-10	8
COc1ccc(S(=O)(=O)N2CCSC2c2ccc(N)cc2)cc1 (configuration not stated)	10	8
O=C(C1CCCO1)N1CCN(c2ncccn2)CC1 (configuration not stated)	-7	14
Cc1ccc(S(=O)(=O)N2CCN(C(=O)c3nn(C(C)C)c(=O)c4ccccc34)CC2)cc1C	2	-14
Cc1ccc(/C(N)=N/OC(=O)C23CC4CC(CC(C4)C2)C3)cc1	-5	-7
N#C/C(C(=O)NCc1ccco1)=C1/SC(Cc2ccc(Cl)cc2)C(=O)N1c1ccccc1 (configuration not stated)	2	5
C=C(C)CSc1nncn1/N=C/c1ccc(OC)cc1	1	14
Cc1cc(C)nc(SCC(=O)Nc2ccc(N3CCOCC3)cc2)n1	-3	14

Fetched by compound from the entries so far, 4 records:
SMILES	RAD54 inh	INS-1E GSIS act
C/C(CC(=O)Nc1ccc(OCc2ccccc2)cc1)=N\NC(=O)C(=O)Nc1ccc(C)c(Cl)c1	3	-1
Cc1ccc(C(=O)N2CCN(c3ccc(C(F)(F)F)cn3)CC2)cc1	0	-13
O=C(C1CCCO1)N1CCN(c2ncccn2)CC1 (configuration not stated)	-7	14
Cc1cc(C)nc(SCC(=O)Nc2ccc(N3CCOCC3)cc2)n1	-3	14

Next compounds follow.
SMILES	RAD54 inh	INS-1E GSIS act
O=C(O)CCc1ccc(-c2cccs2)n1NC(=O)c1ccc(Cl)cc1Cl	2	2
CC(NC(=O)COC(=O)CCc1ccccc1)c1ccccc1 (configuration not stated)	-2	5
CCOc1cnn(-c2cc(Oc3ccc(C)cc3)ncn2)c(=O)c1Cl	1	4
COc1ccc(-c2cn3cccnc3n2)cc1NC(=O)C1CCCC1	1	8
CCOC(=O)CSc1nc(N(C)C)nc(N(C)C#N)n1	-5	18
CN/C=C1\C(=O)C(C)(C)Oc2ccc3ccc(=O)oc3c21	8	6
CSc1nc(-c2ccco2)nn1C(=O)c1cccs1	-7	38
O=c1c2ccccc2nnn1Cc1ccccn1	0	10
CCc1ccc(CC)c(S(=O)(=O)Nc2ccc(O)c(C(=O)O)c2)c1	1	-5
Cc1cc(Cl)ccc1OCC(=O)N/N=C1\CCCc2ccccc21	0	-3
COc1ccc(-c2ccc(=O)n(CC(=O)Nc3cccc(O)c3)n2)cc1OC	2	117*
CN1C/C(=C\c2ccc(N3CCOCC3)cc2)C(=O)/C(=C/c2ccc(N3CCOCC3)cc2)C1	-11	12
O=C(NCc1cccnc1)c1ccc(S(=O)(=O)N2CCCCC2)cc1	1	1
CCOC(=O)CN1C(=O)C(O)=C(C(C)=O)C1c1ccc([N+](=O)[O-])cc1 (configuration not stated)	-17	17
Cc1cccc(NC(=O)C2c3ccccc3C(=O)N3CCc4ccccc4C23)n1 (configuration not stated)	-6	-1
COc1ccc(NS(=O)(=O)c2ccc3nc(COc4cccc5ccccc45)[nH]c3c2)cc1	-8	-38
Cc1cc(C)nc(SCCN2CCOCC2)n1	-7	32
COc1cccc(N/C(SCc2ccccc2F)=C(/C#N)C(=O)NCc2cccs2)c1	-5	-2
COc1cccc(S(=O)(=O)Nc2ccc(C(=O)N3CCOCC3)cc2)c1	2	8
O=C(Nc1ccncc1)Nc1ccccn1	1	11
COC(=O)c1ccc2c(c1)NC(=O)C(N1CCOCC1)S2 (configuration not stated)	1	9
COc1cccc(C2Cc3ccccc3C(=O)O2)c1 (configuration not stated)	1	44
CC1CCN(S(=O)(=O)c2ccc3[nH]c(=O)cc(C(=O)O)c3c2)CC1	-7	22
O=C(NCCCN1CCOCC1)C1CCC(=O)N1C1CCCCC1 (configuration not stated)	5	14
Nc1c(C(=O)NC2CCCCC2)nsc1C(=O)OCC(=O)NC1CCCCC1	-7	-18
O=C(Nc1ccc(F)cc1)NC1(C(=O)NCc2ccc3c(c2)OCO3)CCCCC1	-4	-13
O=C1C2(CCC13COC(c1ccc(O)cc1)OC3)COC(c1ccc(O)cc1)OC2 (configuration not stated)	-1	1
CC(=O)NC(=S)Nc1cccc(S(=O)(=O)NC2=NCCC2)c1	-1	38
CN1CCN(C(=O)c2ccccc2-c2ccccc2C(=O)O)CC1	-5	8
CCOc1ccc(NS(=O)(=O)c2ccc(NS(=O)(=O)c3ccccc3)cc2)cc1	-2	-7
C=CCNC(=O)c1ccc(Cl)cc1Cl	-30	2
COc1ccc(NC(=O)/C(C#N)=C/c2ccc(Br)o2)cc1	-3	32
CCCCSCc1[nH]c(=O)[nH]c1C(=O)CCCCC(=O)OCC	2	34
CN(C)c1ccnc2sc(C(N)=O)c(N)c12	4	18
COc1ccc(S(=O)(=O)Nc2ccc(S(=O)(=O)N3CCCC3)cc2)cc1	-5	5
O=c1cc(-c2ccccc2)nc2nc(COc3ccccc3)[nH]n12	-1	29
O=C(Nc1ccc2nc(-c3ccc(Br)o3)[nH]c2c1)c1cccs1	4	0
Cc1cc(O)c(C(=O)c2ccccc2C(=O)O)cc1C	4	6
CCO/C(C)=N/n1c2nc3ccccc3nc2c2c(=O)n(C3CCCC3)c(C)nc21	15	-7
Fc1ccc(N2N=C(c3cccs3)CC2c2ccco2)c(F)c1 (configuration not stated)	14	-16

In another format: two of the compounds above
CN(C)c1ccnc2sc(C(N)=O)c(N)c12
  RAD54 inh = 4
  INS-1E GSIS act = 18

CCCCSCc1[nH]c(=O)[nH]c1C(=O)CCCCC(=O)OCC
  RAD54 inh = 2
  INS-1E GSIS act = 34

The results go on:
SMILES	RAD54 inh	INS-1E GSIS act
CCOc1ccc(NC(=O)CCN2CCN(S(=O)(=O)c3ccc(OC)cc3)CC2)cc1	5	-14
Cc1ccc(NC(=O)CC2S/C(=N/N=C/c3c[nH]c4ccccc34)NC2=O)cc1 (configuration not stated)	-2	60*
COc1ccc(CCNC(=O)Cn2c(=O)n(Cc3ccco3)c(=O)c3ccc(Cl)cc32)cc1OC	-3	-7
O=C(NCCc1ccccc1)C1CCN(S(=O)(=O)c2cccs2)CC1	-3	6
O=C(CSc1ccc(Cl)cc1)Nc1ccc(N2CCN(C(=O)c3ccc(Cl)cc3)CC2)cc1	0	-30
CCOC(=O)c1ccc(NC(=O)CSc2nnc(C)n2-c2ccccc2)cc1	-2	-19
O=Nc1c2nc3ccccc3n(O)c-2c2ccccc12	18	-2

Whole records from above. Order of screens: RAD54 inh	INS-1E GSIS act
Profile of COc1ccc(CCNC(=O)Cn2c(=O)n(Cc3ccco3)c(=O)c3ccc(Cl)cc32)cc1OC → -3	-7
Profile of O=Nc1c2nc3ccccc3n(O)c-2c2ccccc12 → 18	-2
Profile of Cc1ccc(NC(=O)CC2S/C(=N/N=C/c3c[nH]c4ccccc34)NC2=O)cc1 (configuration not stated) → -2	60*
Profile of CCOC(=O)c1ccc(NC(=O)CSc2nnc(C)n2-c2ccccc2)cc1 → -2	-19
